ABCB1 block: human ABCB1 inhibition, ABCG2 as counter-screen. AID 1326. inhibition, % at 6.6 µM. CCRF-Adr cells, JC-1 efflux, flow cytometry. actives 0.067% (n = 190,000); in the data active = inhibition above about 40%;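 also: 0% = vehicle and 100% = reference inhibitor; higher value means more JC-1 retained so stronger ABCB1 efflux block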
Bim-Bcl-B: human Bim-Bcl-B interaction inhibition. Q9HD36. bead-based flow cytometry, Bim peptide-Bcl-B binding. inhibition, % at 10 µM. actives 0.073% (n = 190,000). AID 951;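 also: 0% = tracer peptide without compound and 100% = reference inhibitor peptide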
Target sequence (Q9HD36 whole entry, looked up): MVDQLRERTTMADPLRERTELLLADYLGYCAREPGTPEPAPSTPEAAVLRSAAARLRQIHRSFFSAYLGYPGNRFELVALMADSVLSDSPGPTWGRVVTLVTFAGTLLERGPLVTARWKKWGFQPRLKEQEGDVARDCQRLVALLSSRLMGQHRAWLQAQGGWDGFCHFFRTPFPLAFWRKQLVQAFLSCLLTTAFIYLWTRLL
Bim-Bcl-2: disrupts Bim peptide binding to human Bcl-2. P10415. Bead-based flow cytometry, Bim peptide-Bcl-2 binding. inhibition, % at 10 µM. actives 0.06% (n = 190,000). AID 950; in the data active = inhibition above about 40%; inconclusive = no clear call, values can overlap the other calls;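 also: 0% = no compound wells with probe peptide and 100% = reference peptide inhibitor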
Target sequence (P10415 whole entry, looked up): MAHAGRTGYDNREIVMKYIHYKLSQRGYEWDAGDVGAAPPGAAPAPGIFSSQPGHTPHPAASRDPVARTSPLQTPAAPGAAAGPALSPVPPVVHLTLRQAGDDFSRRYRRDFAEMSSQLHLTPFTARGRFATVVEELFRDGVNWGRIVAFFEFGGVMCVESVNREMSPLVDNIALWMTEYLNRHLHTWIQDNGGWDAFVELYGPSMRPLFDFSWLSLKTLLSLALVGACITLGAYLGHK
Bcl-W Bim block: human Bim-Bcl-W interaction inhibition. bead-based flow cytometry, Bim peptide-Bcl-W binding. Q92843. actives 0.02% (n = 190,000). inhibition, % at 10 µM;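 also: 0% = bound tracer without compound and 100% = peptide blocker; higher means less fluorescent Bim peptide bound to Bcl-W beads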
RGS7-Gao: regulators of human RGS7-Galphao interaction. AID 1439. Multiplexed bead flow cytometry, RGS7-Galphao binding; actives lie on both sides. actives 0.35% (n = 220,000). binding response (% of control), % at 10 µM; in the data active = binding response below about 49% or above about 150%; inconclusive = no clear call, values can overlap the other calls; inactive = in between;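 also: fluorescent Galphao held in activated GDP-AlF4 state binding bead-coupled RGS7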
Target sequence (P09471 whole entry, looked up): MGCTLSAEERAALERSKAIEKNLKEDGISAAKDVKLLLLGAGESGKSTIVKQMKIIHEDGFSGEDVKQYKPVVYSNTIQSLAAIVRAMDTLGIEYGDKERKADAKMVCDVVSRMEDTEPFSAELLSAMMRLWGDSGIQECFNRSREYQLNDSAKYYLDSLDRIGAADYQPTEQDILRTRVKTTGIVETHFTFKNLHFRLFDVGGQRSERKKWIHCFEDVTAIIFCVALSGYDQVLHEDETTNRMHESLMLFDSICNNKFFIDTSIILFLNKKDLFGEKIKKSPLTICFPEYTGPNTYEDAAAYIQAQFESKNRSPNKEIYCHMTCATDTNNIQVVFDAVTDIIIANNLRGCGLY
RGS4-Gao reg: human RGS4-Galphao interaction regulation; P09471; Multiplexed bead flow cytometry, RGS4-Galphao binding; actives lie on both sides; binding response (% of control), % at 10 µM; actives 0.33% (n = 220,000); in the data active = binding response below about 49% or above about 150%; inactive = in between;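 also: fluorescent Galphao activated with aluminum fluoride binding bead-coupled RGS4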
Avidin fluor: avidin bead compound fluorescence profile; Avidin beads, compound fluorescence 488/530 nm, flow cytometry; stronger effect = higher value; fluorescence (KMESF) at 10 µM; actives 0.38% (n = 220,000); AID 1775; in the data active = fluorescence above about 47; also: inactives centre near 10
GSH bead fluor: compound fluoresces at 488/530 nm on GSH beads; actives 0.25% (n = 190,000); fluorescence (KMESF) at 10 µM; GSH beads flow cytometry, compound fluorescence 488/530 nm; stronger effect = higher value; in the data active = fluorescence above about 89;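 also: glutathione beads carrying GST-tagged Bcl family fusion proteins plus one bare bead set; values are compound well signal with DMSO vehicle wells as background; inactives centre near 16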
ABCG2 inh: inhibitors of human ABCG2 transporter, ABCB1 counter-screen; Q9UNQ0; IgMXP3 cells, JC-1 efflux, flow cytometry; inhibition, % at 6.6 µM; actives 0.1% (n = 190,000);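 active = inhibition above 80%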;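 also: 0% = DMSO and 100% = nicardipine control wells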
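Incubation: cells with compound and JC-1, 10 min at 25 °C, rotating, no wash / Test system: IgMXP3 (ABCG2) plus far-red-tagged CCRF-Adr (ABCB1) cells / Compound dosing: one concentration, 6.6 µM final / Also added: JC-1 fluorescent substrate / Evaluation: efflux inhibition in percent versus controls / Detection: flow cytometry, 530 nm JC-1 signal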
Bim-Bfl-1: disrupts Bim binding to human Bfl-1. actives 0.12% (n = 190,000). Bead-based flow cytometry, Bim-Bfl-1 binding inhibition. inhibition, % at 10 µM;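 also: 0% = wells without compound plus tracer and 100% = blocker peptide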
Bim-Bcl-XL: human Bim-Bcl-XL interaction inhibition | Q07817 | Bim peptide-Bcl-XL binding, bead flow cytometry, fluorescence | inhibition, % at 10 µM | actives 0.04% (n = 190,000)
Target sequence (Q07817 whole entry, looked up): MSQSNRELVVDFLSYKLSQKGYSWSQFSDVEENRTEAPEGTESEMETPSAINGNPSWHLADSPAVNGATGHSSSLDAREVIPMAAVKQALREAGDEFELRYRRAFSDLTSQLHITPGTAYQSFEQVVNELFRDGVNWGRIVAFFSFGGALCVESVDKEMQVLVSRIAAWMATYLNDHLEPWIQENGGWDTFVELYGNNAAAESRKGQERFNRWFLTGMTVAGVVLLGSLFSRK
An asterisk follows results filed as active; ? = inconclusive; nt = no result given; [ ] = remark or other dose. Rule as the data show it, unless noted: active = inhibition above about 40%.

SMILES	ABCB1 block	Bim-Bcl-B	Bim-Bcl-2	Bcl-W Bim block	RGS7-Gao	RGS4-Gao reg	Avidin fluor	GSH bead fluor	ABCG2 inh	Bim-Bfl-1	Bim-Bcl-XL
Cc1cc(C)nc(SCCC(=O)Nc2ccccc2C)n1	1.6	0	0	-2	108	105	18	7	8	0	-2
CCCN(CCO)Cc1ccc(Br)cc1	0.1	0	0	0	99	104	8	10	1	0	-3
CC1c2nc3ccccc3n2C(CC(=O)NCc2ccccn2)C(=O)N1Cc1ccccc1 (stereo unspecified)	1.5	-8	-6	2	101	104	12	25	5	-12	2
CCCCCn1c(CN2CCN(c3cc(Cl)ccc3C)CC2)nc2c1c(=O)[nH]c(=O)n2C	0.8	0	0	0	99	101	10	5	0	0	0
COc1ccc(C(=O)COC(=O)c2ccc(OC)c(OC)c2)cc1OC	0.4	-8	-5	0	98	102	5	35	2	-10	-5
COc1ccc(-n2cc(-c3ccccc3)[nH]c2=S)cc1	0.0	-52	-4	-3	95	91	14	11	-3	11	-8
O=Cc1ccc(OCc2cn3ccccc3n2)cc1	0.4	-1	-5	0	95	91	22	10	2	-11	-3
Cc1ccc(Cl)cc1N1CCN(Cc2nnnn2C2CCCCC2)CC1	0.6	-4	-5	-1	100	99	9	4	4	-8	-4
COC(=O)C(C)Sc1nnc(-c2ccncc2)o1 (stereo unspecified)	0.8	-1	-2	0	105	100	10	32	12	-3	-8
CCn1nnc(NC(=O)c2cccc(-c3cc4ccccc4oc3=O)c2)n1	0.7	-2	0	-1	105	103	8	26	9	0	-1
Cc1cc(C)nc(NS(=O)(=O)c2cccs2)c1	0.6	-6	-2	0	101	99	5	23	4	0	-8
CCOC(=O)Nc1nnc(CCc2ccccc2)s1	0.3	3	6	0	104	104	3	37	1	0	0
Cc1cccc2cc3c(NC(=O)C(C)C)nn(C)c3nc12	0.3	1	0	0	84	86	22	12	3	-1	-2
CCCCn1nnnc1SCC(=O)Nc1ccc(C)cc1	0.1	0	-2	-1	98	101	9	20	1	-1	0
O=C(N/N=C/c1cccnc1)C1CCCN(S(=O)(=O)c2ccccc2)C1 (stereo unspecified)	0.2	-7	-8	-2	100	100	14	29	0	-14	-8
COC(=O)c1nc(NC(=O)c2ccc(F)cc2)n[nH]1	-0.2	-3	-5	0	106	109	11	8	2	-8	-1
O=C(CSc1nnc(-c2ccco2)o1)NCC(=O)c1ccccc1	0.8	-1	-1	-2	110	105	18	24	5	-2	-1
Cc1ccc(S(=O)(=O)N/N=C/c2cccc(OC3CSC3)c2)cc1	-0.3	-10	-13	-8	94	94	12	11	-1	-14	-10
COc1cccc(C2C3=C(N=c4s/c(=C\c5ccccc5O)c(=O)n42)c2ccccc2CC3)c1OC (stereo unspecified)	-0.2	-11	0	0	97	107	9	13	-1	1	1
Cc1cc2ccccc2c(=O)n1CC(=O)NCC(=O)N(C)C1CCCCC1	0.0	-5	-5	0	88	85	4	35	1	-11	-3
Cc1oc(-c2ccccc2)nc1C(=O)N1CCN(c2ccc(F)cc2)CC1	-0.3	-2	-1	-4	?	97	16	16	1	-4	-1
CC(C(=O)Nc1cc([N+](=O)[O-])ccc1Cl)N1CCN(c2ccccc2)CC1 (stereo unspecified)	0.7	-2	0	-2	96	97	6	10	16	0	-3
COc1ccc(C2C=C(c3ccc(Br)cc3)Nc3nc(NS(C)(=O)=O)nn32)cc1 (stereo unspecified)	-0.2	1	1	0	97	99	33	16	0	0	2
Cc1occc1C(=O)NNC(=O)Nc1ccc(Cl)c(Cl)c1	-0.5	-11	-10	-5	101	104	6	9	-3	-14	-14
N#Cc1ccc(CO/N=C/c2ccccc2)cc1	2.2	-2	1	-1	102	101	10	16	12	-3	0
Further compounds.
SMILES	ABCB1 block	Bim-Bcl-B	Bim-Bcl-2	Bcl-W Bim block	RGS7-Gao	RGS4-Gao reg	Avidin fluor	GSH bead fluor	ABCG2 inh	Bim-Bfl-1	Bim-Bcl-XL
CC(C)(C)C(=O)O/N=C1\CCS(=O)(=O)c2sccc21	2.4	4	3	0	94	99	10	17	10	6	2
O=C(COC(=O)c1ccccc1C(=O)c1ccc(Cl)cc1)NCCc1ccccc1	1.0	-11	-9	-3	101	98	14	18	4	-14	-8
NS(=O)(=O)c1ccc(CCNC(=O)CN2CCC(Cc3ccccc3)CC2)cc1	-0.6	-6	-1	-3	108	103	29	8	-1	-6	-4
C=CCn1c(=N)n(CC(O)COc2ccccc2OC)c2ccccc21 (stereo unspecified)	0.4	-1	0	0	121	117	6	26	2	1	1
Cc1ccc(C(=O)C(NC(=O)c2ccco2)N2CCOCC2)cc1 (stereo unspecified)	-0.2	-2	-4	-3	105	102	14	26	-1	-3	-6
Cc1ccc(N(CC(=O)NCc2cccs2)S(=O)(=O)c2cccs2)cc1	0.5	-11	-13	-6	99	100	8	11	1	-18	-8
COc1cc(/C=C2/SC(=S)N(C)C2=O)ccc1OC(=O)c1ccco1	-0.9	-10	0	-3	104	106	11	12	-7	2	-1
Cc1sc2nc(CN(C(=O)NC3CCCCC3)C3CCCCC3)[nH]c(=O)c2c1C	2.2	-2	1	-1	102	99	23	16	3	1	-2
CN1CCN(C(c2ccccn2)c2cc(Cl)c3cccnc3c2O)CC1 (stereo unspecified)	-0.5	0	3	2	?	100	9	13	0	3	-1
COc1ccccc1C(=O)NCC(=O)Nc1cccnc1	0.6	-5	-5	-3	?	101	10	16	7	-7	-1
COc1cccc(/C=N/N2CCN(c3ccncc3S(=O)(=O)N3CCCCC3)CC2)c1	0.4	-5	0	-2	100	100	4	10	2	-2	-5
Cc1ccc(N2C(=O)CC(NCC3CCCO3)C2=O)cc1 (stereo unspecified)	0.3	-1	-4	-2	99	102	11	13	2	-3	-1
CCO[C@H]1OC(C(=O)NCc2nc3ccccc3[nH]2)=C[C@@H](c2ccccc2)[C@@H]1CCCO	0.4	-1	0	0	77	83	5	21	1	-3	0
COC(=O)/C(=C(/F)SCC(C)=O)C(F)(F)F	0.0	0	1	2	104	104	12	11	-1	2	2
O=C(N/N=C/c1cccc(Oc2ccccc2)c1)c1ccncc1	0.7	-3	-4	-6	105	94	12	10	8	-4	-7
Cc1nc2c(C(F)(F)F)cccc2c2c1CCS2	0.6	-5	-3	-1	93	91	11	17	6	-3	0
Cc1ccc(S(=O)(=O)NC(CC(N)=O)C(=O)O)cc1 (stereo unspecified)	0.4	-8	-10	-2	100	98	12	30	6	-11	-17
CCOCCCNC(=O)C(c1ccc(C)cc1)N(Cc1cccs1)C(=O)c1ccccc1O (stereo unspecified)	0.5	-3	-7	-2	100	103	5	14	1	-5	2
O=C(/C=C/c1ccc(F)cc1)NCc1ccco1	0.0	-18	-10	0	99	100	13	10	31	-6	-4
CC1CCCCN1S(=O)(=O)c1cn(C)c(=O)n(C)c1=O (stereo unspecified)	-0.6	-4	-3	0	83	84	5	18	-1	-3	-4
CCOC(=O)C1C(=O)NC(c2ccccc2)=NC1c1ccccc1 (stereo unspecified)	-0.1	-3	-4	0	101	100	20	14	-1	-8	-1
COc1ccc(-c2onc3ccc(Cl)cc23)cc1	0.3	-4	-2	4	104	104	13	8	1	-7	-2
COc1cc(-n2c(C)nc3cc(C(=O)O)ccc32)cc(OC)c1OC	2.2	0	-1	1	95	95	12	10	6	-2	-1
Cc1cc(N2CCCC2)n2nc(C)nc2n1	1.1	0	-1	0	78	85	5	16	6	1	0
c1ccc(N2CCN(C3CCSC3)CC2)cc1 (stereo unspecified)	0.5	-5	-5	-1	102	103	10	27	2	-13	0
(list continues)
SMILES	ABCB1 block	Bim-Bcl-B	Bim-Bcl-2	Bcl-W Bim block	RGS7-Gao	RGS4-Gao reg	Avidin fluor	GSH bead fluor	ABCG2 inh	Bim-Bfl-1	Bim-Bcl-XL
c1ccc2c(c1)C(=Nn1cnnc1)c1ccccc1-2	1.4	-6	-7	0	104	106	9	33	5	-12	2
Cc1cc(C(=O)N/N=C/C=C/c2ccccc2)c(C)o1	0.0	-6	-10	-5	101	101	10	10	28	-8	-10
CCCCn1nnc(NC(=S)NC(=O)c2cccs2)n1	0.4	-6	-6	-3	100	101	9	12	2	-4	-4
CC(Sc1ccsc1[N+](=O)[O-])C(=O)NCCc1ccc(Cl)cc1 (stereo unspecified)	0.0	-1	0	1	98	98	32	18	0	-1	0
O=C(NNc1nc2cc3c(cc2s1)OCO3)c1cccc(F)c1	-1.2	-34	4	0	107	101	6	12	-3	13	-1
CCOC(=O)CNC(=O)c1cc(C)oc1C	0.3	0	-1	-5	104	109	12	8	1	0	-2
COC(=O)C1CCN(C(=O)CCC2CCCCC2)CC1	-0.1	-4	0	4	99	98	4	27	0	-6	0
COc1ccc(C(=O)NCCc2nnc(SCC(=O)Nc3ccccc3F)n2C)cc1	0.1	0	3	2	166*[activator]	111	80*	21	0	-2	1
CCOC(=O)C(CCCCOc1cccc(CC)c1)C(=O)OCC	-0.1	-5	-3	-2	93	92	9	5	2	-2	-7
O=C(CCn1c(=O)sc2ccccc21)NCc1ccco1	0.2	nt	?	nt	120	123	14	120*	0	nt	nt
OCn1ncn(-c2ccccc2)c1=S	-0.3	-3	0	-4	86	91	8	27	-1	-5	-8
CN(C(=S)Nc1ccc(F)cc1)C1(c2ccccc2Cl)CCCCC1=O (stereo unspecified)	-2.4	-5	-2	-3	95	95	13	22	-2	-1	0
CCc1nnc(NC(=O)c2ccc(S(=O)(=O)N3CCCc4ccccc43)cc2)o1	0.0	-8	-9	0	97	98	6	64	0	-12	3
O=C(CC1C(=O)NCCN1C/C=C/c1ccccc1)NCCCC1CCCC1 (stereo unspecified)	0.3	-3	-2	0	101	99	10	8	0	-6	-3
CCOC(=O)c1cnc(-n2nc(C)cc2C)nc1Nc1ccc(C)cc1	1.6	0	0	-2	96	95	4	39	9	3	6
Cn1c(NCc2cccc(Br)c2)nc2ccccc21	0.4	-2	0	0	88	87	8	54	11	-4	-2
CCOC(=O)c1sc(NC(=O)c2cccnc2)nc1C	0.2	-4	-7	0	100	98	8	22	2	-11	-3
Cn1ncc(N=Cc2ccc([N+](=O)[O-])cc2)c1C(=O)N1CCOCC1	-0.1	-6	-2	0	106	102	7	11	0	-3	0
COc1cc(/C=C2/C(=O)NN(c3cccc(C)c3)C2=O)cc([N+](=O)[O-])c1O	-0.4	2	0	0	95	100	9	19	-1	-3	1
CSCC[C@H](NC(=O)OC(C)(C)C)c1nnc(SCC(=O)Nc2c(C)cccc2C)o1	0.3	0	2	0	100	104	34	21	1	0	-1
COc1ccc(NC(=O)Nc2nccs2)cc1	-0.8	-4	-7	0	103	99	37	34	7	-15	-3

Entries of single compounds, quoted from the list. Order of values: ABCB1 block | Bim-Bcl-B | Bim-Bcl-2 | Bcl-W Bim block | RGS7-Gao | RGS4-Gao reg | Avidin fluor | GSH bead fluor | ABCG2 inh | Bim-Bfl-1 | Bim-Bcl-XL
Record of O=C(CC1C(=O)NCCN1C/C=C/c1ccccc1)NCCCC1CCCC1 (stereo unspecified) → 0.3 | -3 | -2 | 0 | 101 | 99 | 10 | 8 | 0 | -6 | -3
Record of CCOC(=O)c1sc(NC(=O)c2cccnc2)nc1C → 0.2 | -4 | -7 | 0 | 100 | 98 | 8 | 22 | 2 | -11 | -3
Record of CN(C(=S)Nc1ccc(F)cc1)C1(c2ccccc2Cl)CCCCC1=O (stereo unspecified) → -2.4 | -5 | -2 | -3 | 95 | 95 | 13 | 22 | -2 | -1 | 0

Assay outcomes deposited in PubChem BioAssay by NMMLSC.
